STK33 kinase inh: human STK33 kinase inhibition | AID 2661 | inhibition, % at 10 µM | purified STK33, MBP phosphorylation, ADP-Glo luminescence | 0.073% of 320,000 active;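 active = inhibition at or above 25%, using the most active replicate where run in duplicate; inactive = inhibition below 25%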
Target sequence (Q9BYT3 whole entry, looked up): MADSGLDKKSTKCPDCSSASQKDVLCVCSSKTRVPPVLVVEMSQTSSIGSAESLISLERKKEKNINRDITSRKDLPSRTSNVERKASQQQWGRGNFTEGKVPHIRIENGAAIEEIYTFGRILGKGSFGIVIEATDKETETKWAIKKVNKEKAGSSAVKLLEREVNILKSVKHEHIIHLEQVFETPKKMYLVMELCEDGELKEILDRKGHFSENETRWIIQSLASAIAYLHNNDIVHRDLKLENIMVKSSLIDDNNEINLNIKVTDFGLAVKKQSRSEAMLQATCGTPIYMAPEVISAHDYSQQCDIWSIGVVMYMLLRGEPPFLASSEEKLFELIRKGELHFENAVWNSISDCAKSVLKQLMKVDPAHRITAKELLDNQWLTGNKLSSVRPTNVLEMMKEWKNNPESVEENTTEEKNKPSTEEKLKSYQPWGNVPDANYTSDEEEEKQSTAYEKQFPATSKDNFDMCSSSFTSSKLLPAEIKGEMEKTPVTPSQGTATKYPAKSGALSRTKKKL
Kir21 block: Kir2.1 (mouse) channel inhibition; P35561; HEK293-Kir2.1, FluxOR thallium flux fluorescence; stronger effect = lower value; B-score at 10 µM; 0.85% of 310,000 active;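 active = fluorescence ratio B-score at or below minus 3 SD of library scores, with starting-brightness B-score within 2 SD, cut at about -4.2 in these data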;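 note: channel flux triggered by added potassium and thallium sulfate stimulus; B-score of peak minus minimum fluorescence over baseline after thallium stimulus; more negative B-score means stronger Kir2.1 block with less thallium influx; some compounds called inactive have numbers as strong as hits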
Target sequence (P35561 whole entry, looked up): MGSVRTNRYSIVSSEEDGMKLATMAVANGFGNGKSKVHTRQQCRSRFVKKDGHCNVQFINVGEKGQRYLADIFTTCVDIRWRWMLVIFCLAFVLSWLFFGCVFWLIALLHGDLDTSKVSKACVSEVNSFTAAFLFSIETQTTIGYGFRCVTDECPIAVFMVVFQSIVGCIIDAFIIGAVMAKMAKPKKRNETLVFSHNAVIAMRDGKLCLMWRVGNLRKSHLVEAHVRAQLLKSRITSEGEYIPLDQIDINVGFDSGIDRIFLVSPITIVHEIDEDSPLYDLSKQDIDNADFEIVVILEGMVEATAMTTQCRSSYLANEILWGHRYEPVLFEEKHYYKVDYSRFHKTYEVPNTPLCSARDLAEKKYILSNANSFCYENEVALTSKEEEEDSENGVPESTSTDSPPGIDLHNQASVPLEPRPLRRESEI
KCNQ2 block: KCNQ2 potassium channel inhibitors, primary screen, cell-based, CHO-K1, FluxOR thallium flux, B-score (AID 2156); 20 min; stronger effect = lower value; B-score at 10 µM; 1.1% of 310,000 active;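 active = fluorescence ratio B-score at most minus 3 library SDs, with starting brightness B-score within 2 library SDs, cut at about -5.5 in these data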
* = called active by the depositor; i = inactive; . = no result given. An unsorted share of the library. Share with any hit: about 1.9%.

KCNQ2 block,Kir21 block,STK33 kinase inh,SMILES
i,-4.6*,-1.0,Cc1ccc(C(=O)c2coc3ccc(O)c(CN4CCN(C)CC4)c23)cc1
i,1.4,-3.7,C/C=C/c1cc(CN2CCN(c3ccc(OC)cc3)CC2)c(O)c(OC)c1
i,-2.5,0.0,O=S(=O)(NCc1ccccc1)c1ccccc1Br
i,-0.04,-1.8,[N-]=[N+]=CC(=O)CNC(=O)[C@@H](Cc1ccccc1)N1C(=O)c2ccccc2C1=O
i,-0.22,-0.3,CC1=NC(C)Cc2ccccc21 (stereo not given)
i,-0.63,-1.8,COc1ccc(C)cc1N(C(=O)c1snc(C(N)=O)c1N)C(C(=O)NC1CCCC1)c1ccc(F)cc1 (stereo not given)
i,1.7,-0.5,Cc1ccc(N(C(=O)Cn2nnc(-c3ccc(C)o3)n2)C(C(=O)NC2CCCC2)c2ccco2)cc1 (stereo not given)
i,1.1,-1.4,CN(C)S(=O)(=O)c1ccc(C(=O)OCC(=O)NCc2ccco2)cc1
i,0.89,-2.4,Cc1ccccc1NC(=O)C1CC(=O)N(Cc2ccccc2)C1 (stereo not given)
i,0.5,3.3,CCOC(=O)c1cc2c(=O)n3ccccc3nc2n(Cc2ccco2)c1=NC(=O)c1ccc(OC)cc1
i,-2.8,-0.7,CC(OC(=O)CCc1ccccc1)C(=O)Nc1ncc(Cl)cc1Cl (stereo not given)
i,1.9,1.4,CC(=O)c1ccc(NS(=O)(=O)c2ccc(CC(C)C)cc2)cc1
i,0.14,.,Cc1ccc(N2C(=O)N(CC(=O)Nc3cccc(C)c3C)C(=O)C2C)cc1 (stereo not given)
i,-1.2,-1.4,N#CC(c1ccc(Cl)cc1)c1nc2ccccc2nc1C(F)(F)F (stereo not given)
i,-2.5,-1.9,Nc1nnc(SCC(=O)Nc2cc(F)ccc2F)s1
i,0.59,-1.1,Cc1n[nH]c(=O)c2c(NC(=O)CSc3nc4ccccc4c(=O)n3-c3ccc(OC(F)F)cc3)oc(C)c12
i,-0.24,-0.6,O=C(NCCC1=CCCCC1)C1CCC(=O)N(Cc2cccc(C(F)(F)F)c2)C1 (stereo not given)
i,0.99,-0.4,Cc1cccc(C(=O)NC(C)c2ccc(-n3ccnc3)cc2)c1C (stereo not given)
i,0,-1.4,COC(=O)[C@H]1C[C@@H]1[C@H](NC(=O)c1cccnc1)c1ccccc1
i,1.3,0.7,COCCOC(=O)C1=C(N)OC2=C(C(=O)CC(C)(C)C2)C1c1cccnc1 (stereo not given)
i,0.54,-0.4,CCOC(=O)c1c(C)n(C)c2ccc(OCC(O)CN3CCN(C)CC3)cc12 (stereo not given)
i,-0.3,0.1,COc1cccc(C(C(=O)NC2CCCC2)N(C(=O)c2ccco2)c2ccccc2F)c1OC (stereo not given)
i,1.1,-0.4,CCOc1ncccc1C(=O)NCc1ccc(OC)cc1
i,-1.9,-1.9,CCC(C)N(C(=O)c1csnn1)C(C(=O)NCc1ccc(F)cc1)c1ccco1 (stereo not given)
i,-0.01,-1.9,CCOC(=O)C1=C(N)N(c2cc(S(=O)(=O)N3CCOCC3)ccc2Cl)C(=O)C1
i,-0.02,-1.2,COc1ccc(C2(c3ccc(OC)cc3)NC(=O)N(CC(=O)Nc3ccccc3)C2=O)cc1
i,-1.9,-0.2,CCC(=O)N1CCN(C(C)=O)C1c1ccccc1 (stereo not given)
i,0.3,.,COc1cccc(NC(=O)CSc2nnc3ccc(-c4ccccn4)nn23)c1
i,1.6,-3.0,CCc1nnc(NC(=O)C2CCCCN2S(=O)(=O)c2ccccc2)s1 (stereo not given)
i,0.54,-0.3,O=C(CSc1oc(-c2ccco2)nc1S(=O)(=O)c1ccc(Cl)cc1)NCC1CCCO1 (stereo not given)

Some entries already given, showing only KCNQ2 block:
compound	KCNQ2 block
CCOC(=O)C1=C(N)N(c2cc(S(=O)(=O)N3CCOCC3)ccc2Cl)C(=O)C1	i
COc1ccc(C2(c3ccc(OC)cc3)NC(=O)N(CC(=O)Nc3ccccc3)C2=O)cc1	i
CCC(=O)N1CCN(C(C)=O)C1c1ccccc1 (stereo not given)	i
COc1cccc(NC(=O)CSc2nnc3ccc(-c4ccccn4)nn23)c1	i
CCc1nnc(NC(=O)C2CCCCN2S(=O)(=O)c2ccccc2)s1 (stereo not given)	i

Carrying on:
KCNQ2 block,Kir21 block,STK33 kinase inh,SMILES
i,-0.28,-0.6,Cn1ncc([N+](=O)[O-])c1C(=O)Nc1ccc2c(c1)OCCO2
i,-1.7,-0.2,CCOC(=O)C1=C(CC)OC(N)=C(C#N)C1c1cccs1 (stereo not given)
i,-0.46,0.8,O=C(C[n+]1ccc(/C=N/O)cc1)NC1CCCCC1
i,-0.44,1.2,O=C1CCCN1CCCNS(=O)(=O)c1ccc(Br)s1
i,-0.38,-1.8,CN(C)C(=O)c1cccn(Cc2cccc(C(F)(F)F)c2)c1=O
i,0.87,-0.5,CC(=O)N1c2ccc(S(=O)(=O)N3CCCC3C(=O)NCc3ccccc3Cl)cc2CC1C (stereo not given)
i,-0.51,-0.7,Cc1ccc(C(=O)N(CC(=O)NC2CCCC2)Cc2cccs2)s1
i,-0.05,-1.2,O=C(Nc1ccncc1)c1cc(-c2cccc(Br)c2)nc2ccccc12
i,-0.4,-0.9,Cc1ccccc1CN1CCN(S(C)(=O)=O)CC1
i,-0.01,0.4,CCc1ccccc1NC(=O)c1cc(-c2cccc(O)c2)on1
i,1.4,0.7,COc1ccccc1C(=O)NCC(=O)OCC(=O)c1cccc2ccccc12
i,0.06,-0.8,Cc1ccc2c(c1)NC(=O)C(CC(=O)Nc1ccc(Br)c(C)c1)O2 (stereo not given)
i,-0.08,-0.5,CCN1C(=O)/C(=C/c2ccc(C)o2)N(C)C1=S
i,-0.64,-1.0,CC(=O)c1c(C)[nH]c(C(=O)CN2C(=O)NC(C)(C)C2=O)c1C
i,0.19,-1.6,COCCn1c(COc2cccc(OC)c2)nnc1SCC(=O)NC1CCCC1
i,-0.57,0.1,O=C(CNC(=S)N(Cc1ccccc1)Cc1cccnc1)NCCc1ccccc1
i,-0.3,-0.8,CCSc1nnc2c(n1)OC=Nc1ccc(Br)cc1-2
i,-1.5,-0.3,CSc1ccccc1NC(=O)COc1ccc(S(=O)(=O)N2CCCC2)cc1
i,0.04,-0.4,CC(/C=N/NC(=O)c1cc(-c2ccc(C)s2)[nH]n1)=C\c1ccccc1
i,-2.5,-0.7,CCCn1c(SCC(=O)Nc2ccc(OCC)cc2)nnc1C(C)C
-6.9*,0.51,-0.9,COc1cc(NC(=O)c2csc(-c3ccncc3)n2)cc(C(=O)Nc2cccc(C(F)(F)F)c2)c1
i,-1,-3.0,COc1ccc(C(=O)Oc2cccnc2)cc1
i,1.1,1.7,Cc1nc(NC(C)C)c2oc3ccccc3c2n1
i,3.1,-0.3,CC(C)N1CC(C(=O)Nc2ccc(C#N)cc2)CC1=O (stereo not given)
i,0.05,0.5,COc1ccc2nc3ccccc3nc2c1NC(=O)c1ccc(Cl)cc1Cl
i,1.2,-1.1,CCCCn1c(N)c(N(CCOC)C(=O)c2ccc3c(c2)C(=O)N(c2cc(C)ccc2C)C3=O)c(=O)[nH]c1=O
i,0.61,-1.2,Cc1cc(N2CCCCC2)c(F)cc1[N+](=O)[O-]
i,-1.1,0.2,CS(=O)(=O)N(CC(=O)NN=C1CCCCCC1)c1ccc(Oc2ccccc2)cc1
i,0.73,-1.1,CCC(=O)N1CCN(c2ccc(NC(=O)c3ccco3)cc2)CC1
i,0.02,-0.9,CCN1CCN(c2nc(-c3ccccn3)nc3ccccc23)CC1
i,-0.18,-0.8,COc1ccc(C(O)(C(C)C)C(CN2CCOCC2)c2ccccc2)cc1 (stereo not given)
i,0.6,-2.8,COc1ccc(CS(=O)(=O)CC(C)(O)c2ccc(Cl)cc2)cc1 (stereo not given)
i,0.01,-1.5,COC(=O)c1cccc(-n2cnnn2)c1
i,1.1,0.7,CCCCNc1c(N)n(CC(C)C)c(=O)[nH]c1=O
i,-1,-0.2,COC(=O)n1c(=O)oc2cc(S(=O)(=O)N3CCCCC3)ccc21
i,-2.2,-3.7,CCOc1ccc(S(=O)(=O)NC(Cc2cnc[nH]2)C(=O)O)cc1 (stereo not given)
i,1.9,-0.6,Cc1cc(=O)[nH]c(N/N=C/c2ccccn2)n1
i,0.13,.,CCc1ccc2oc(C(=O)Nc3nonc3CC)c(C)c2c1
i,-0.39,-0.6,Cc1noc(C)c1C(=O)NNc1cc(Cl)ccc1Cl
i,1.5,-0.3,O=C1C(=O)N(Cc2ccncc2)C(c2ccccc2F)/C1=C(\O)c1ccc2c(c1)OCCO2 (stereo not given)
i,-0.7,4.9,COc1ccc2c(c1)CCc1cc(C(=O)O)sc1-2
i,-0.67,-0.2,COc1cccc(NC(=O)/C=C/c2ccccc2[N+](=O)[O-])c1
i,2.6,-1.7,CC(C)(C)c1ccc(C(=O)Nc2ccc(C(=O)N3CCOCC3)cc2)cc1
i,-0.01,-2.1,Cc1ccc2nsnc2c1S(=O)(=O)NC1CC1
i,-1.1,-0.4,COC(=O)C1=C(C)N(Cc2ccccc2)C(=O)N[C@H]1c1cccc(F)c1
i,1.6,-1.6,Cc1ccc(CC(=O)NCCc2ccc(S(N)(=O)=O)cc2)cc1
i,0.22,-0.2,N[C@H]1CONC1=O
i,-0.22,0.1,CC(C)C(=O)Nc1ccc(NC(=O)c2cccs2)cn1
i,2.2,-0.9,N#CCc1ccc(C(=O)c2ccccc2)s1
i,-0.03,-1.4,Cc1ccc(SCC(=O)OCC(=O)N(CC(C)C)c2c(N)n(Cc3ccccc3)c(=O)[nH]c2=O)c(C)c1
i,0.01,-0.8,O=C(NC1CCN(Cc2ccccc2Cl)CC1)c1ccccc1
i,1.3,-1.0,COc1ccc(C)cc1S(=O)(=O)N1CCN(c2ccccc2)CC1
i,1.8,-0.5,O=C(NCc1ccc(Cl)s1)c1cc(COc2c(F)cccc2F)on1
i,-1.1,0.8,CCN(CC)S(=O)(=O)c1ccc2[nH]cc(C(=O)NCCC3=CCCCC3)c(=O)c2c1
i,1.7,.,CSc1nc(NC(C)=O)nc(C)c1Cl
i,-1.3,-1.9,CC1(C)CC(=O)C2=C(C1)NC(SCC(=O)Nc1ccccc1)=C(C#N)C21CCCCC1
i,-0.54,-2.6,O=C(/C=C/Nc1ccc([N+](=O)[O-])cc1Br)c1cccc2ccccc12
i,-0.95,.,O=S(=O)(NCCC1=CCCCC1)c1cccc2nsnc12
i,0.27,-1.9,Cc1ccc(-c2csc3nc(C)n(-n4cccc4)c(=O)c23)o1
i,-2.1,-0.6,CCc1ccc(-c2cc(C(=O)O)c3ccccc3n2)s1

Overlap with the part before: 5 compounds; new compounds follow.
KCNQ2 block,Kir21 block,STK33 kinase inh,SMILES
i,-1.3,-1.9,CC1(C)CC(=O)C2=C(C1)NC(SCC(=O)Nc1ccccc1)=C(C#N)C21CCCCC1
i,-0.54,-2.6,O=C(/C=C/Nc1ccc([N+](=O)[O-])cc1Br)c1cccc2ccccc12
i,-0.95,.,O=S(=O)(NCCC1=CCCCC1)c1cccc2nsnc12
i,0.27,-1.9,Cc1ccc(-c2csc3nc(C)n(-n4cccc4)c(=O)c23)o1
i,-2.1,-0.6,CCc1ccc(-c2cc(C(=O)O)c3ccccc3n2)s1
i,-1.9,-1.5,Cc1ccc2[nH]c(=O)c(-c3noc(C(C)C)n3)cc2c1
i,-0.97,1.3,O=C(O)c1ccc(S(=O)(=O)NCc2ccc3c(c2)OCO3)cc1
i,-4,0.7,Cc1ccc(C2C(C#N)=C(N)SC(N)=C2C#N)c(C)c1
i,1.1,-0.4,NNC(=O)c1cc2c(s1)-c1cc(Cl)ccc1SC2
i,0.09,-1.4,CCOc1ccc(OCCOCCNCCOC)cc1
i,-1.9,-0.7,CC(=O)N1CCSc2ccc(S(=O)(=O)N3CCC(C)CC3)cc21
i,-0.22,0.9,Nc1ccc2nc(NC(=O)C3CCCCC3)sc2c1
i,-4.1,-0.5,COc1ccc(C(=O)c2c(C)c3ccccc3n2CC(O)CNC(C)C)cc1 (stereo not given)
i,-0.85,-0.6,Cc1nc2cc(NC(=O)N3CCN(c4ccccn4)CC3)ccc2o1
i,1.2,-0.8,COc1ccc(C(C(=O)NC2CCCC2)N(Cc2ccc(F)cc2)C(=O)c2ccn[nH]2)cc1OC (stereo not given)
i,0.17,-1.7,CCN(CC)C(=O)C1CCCN(C/C(C)=C/c2ccccc2)C1 (stereo not given)
i,0.84,-3.0,FC(F)(F)c1nnc(N2CCN(c3ccc(Cl)cc3)CC2)s1
i,-0.08,-0.2,CN(CC(=O)Nc1ccccc1Br)c1ncnc2sccc12
i,-0.03,-3.0,CCN(c1ccc(NC(=O)COC(=O)CCc2nc3ccccc3n2-c2ccccc2)cc1)C(C)C
i,-6.6*,-3.0,CCOc1cc(C)c(Cl)cc1S(=O)(=O)NCc1ccc2c(c1)OCO2
i,0.55,0.2,O=C(NNC(=S)NC1CC2C=CC1C2)c1ccncc1 (stereo not given)
i,0.41,-2.5,CCN(CC)CCn1c(OC)cc(=O)[nH]c1=O

Bioassay records deposited in PubChem by several laboratories.
